High-throughput results from PubChem BioAssay.
CCT modulator: cytosolic chaperonin activity modulation; purified chaperonin ATPase assay, HTRF ADP detection, 30 min; activity change, % (concentration not given with the values), hits read low; actives 0.3% (n = 360,000); in the data active means activity change below about -30%; further: on the % scale 0 is the no-effect control and ±100 the full control effect
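Enzyme 40 or 20 nM (batch-dependent) in Tris pH 7.4/KCl/MgCl2/DTT; cpd 76 uM single point; ATP 10 uM; 30 min 37 °C; Transcreener ADP HTRF detection, 30 min RT; ratio 665/615.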
D3 ag: activates the human D3 dopamine receptor | actives 0.58% (n = 410,000) | max activation, % | AID 652048 | P35462 | D3R DiscoveRx beta-arrestin cells, luminescence, 90 min; in the data active means max activation above about 30%; further: 0% is about no effect; mostly tested at two doses, the higher about 12 µM
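Cells at 1500/well, incubated overnight, then treated with pinned compounds (dopamine as control) for 90 min at 37 degrees C. DiscoveRx reagent added for 30 - 60 minutes at room temperature; luminescence read.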
pAkt inh: blocks phosphorylation of Akt; Neuro2A IGF-stimulated pAkt S473 HTRF, 20 min; hits give low values; activity change, % for hits at 50 µM; actives 0.32% (n = 360,000); AID 651550; in the data active means activity change below about -80%; inconclusive means mostly about -51% to -80%; further: on the % scale 0 is the no-effect control and ±100 the full control effect
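Neuro2A cells (4,500/well, DMEM with 0.5% FBS) were treated with compound at a single 50 µM final concentration, stimulated with 6 nM IGF for 20 min at 37 °C, and lysed. Phospho-Akt Ser473 was read by HTRF as 665/615 ratio ×10^4.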
DRD3 antagonist: D3 dopamine receptor (human) antagonism. P35462. D3R cells, DiscoveRx beta-arrestin luminescence, antagonist mode; hits give low values. max response, negative = inhibition, %. actives 2.5% (n = 360,000); in the data active means max response below about -50%; inconclusive means no clear call, values can overlap the other calls; further: on the % scale 0 is the no-effect control and ±100 the full control effect; mostly tested at two doses, the higher about 12 µM
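Cells expressing the human receptor were seeded at 1500 cells/well, incubated overnight at 37 degrees C in 5% CO2, then exposed to library compounds with dopamine controls for 90 minutes at 37 degrees C before luminescent detection.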
Mm-Cpn inhibitor: inhibitors of Methanococcus maripaludis chaperonin (MmCpn); actives 0.031% (n = 330,000); Potency, µM (titrated, usually from 76.9 µM), without a hit: at the highest dose activity, negative = inhibition, most hits filed as inhibitors; purified Mm-Cpn ATPase, ADP Transcreener TR-FRET; further: potency means the concentration at half of the fitted maximal effect; on the % scale 0 is the no-effect control and ±100 the full control effect; nearly all actives have a fitted effect of over 80% in size
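ATPase turnover read by TR-FRET ADP competition (Eu cryptate antibody/ADP-d2, 665/590 nm): 10uM ATP final, 25nM Mm-CPN final, 30 min 37degC after 10-min compound preincubation, pH 7.4 Tris/KCl/MgCl2/DTT buffer.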
PTHR1 ag: activates the human parathyroid hormone receptor PTHR1. Q03431. HEK293 GP2 PTHR1 cells, GloSensor cAMP luminescence, 1 h. Potency, µM (titrated, usually from 115 µM), inactives show top-dose activation, usual class: activators. actives 0.075% (n = 410,000); further: potency means the concentration at half of the fitted maximal effect; nearly all actives have a fitted effect of over 55% in size; some results filed as inactive show a strong effect at the top dose; inactives centre near -15; many of its hits are not listed in these tables
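HEK-293-derived GP2 cells expressing PTHR1 and a GloSensor cAMP reporter, 3,000/well, plated overnight, given luciferin plus IBMX (each 0.5 mM as added) for 1 h at 37 °C, then compound for 1 h at 37 °C. Luminescence was read after 15 min at room temperature.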
EPAC2 antag: blocks human EPAC2 exchange factor. EPAC2 GEF exchange of Rap1B-BODIPY-GDP, fluorescence. actives 0.18% (n = 360,000). Q8WZA2. Potency, µM (highest dose often 114 µM), for the others: at the highest dose activity, negative = inhibition, actives largely listed as inhibitors. AID 720708; further: potency means the concentration at half of the fitted maximal effect; on the % scale 0 is the no-effect control and ±100 the full control effect; nearly all actives have a fitted effect of over 45% in size; many of its hits are not listed in these tables
Target sequence (Q8WZA2 whole entry, looked up): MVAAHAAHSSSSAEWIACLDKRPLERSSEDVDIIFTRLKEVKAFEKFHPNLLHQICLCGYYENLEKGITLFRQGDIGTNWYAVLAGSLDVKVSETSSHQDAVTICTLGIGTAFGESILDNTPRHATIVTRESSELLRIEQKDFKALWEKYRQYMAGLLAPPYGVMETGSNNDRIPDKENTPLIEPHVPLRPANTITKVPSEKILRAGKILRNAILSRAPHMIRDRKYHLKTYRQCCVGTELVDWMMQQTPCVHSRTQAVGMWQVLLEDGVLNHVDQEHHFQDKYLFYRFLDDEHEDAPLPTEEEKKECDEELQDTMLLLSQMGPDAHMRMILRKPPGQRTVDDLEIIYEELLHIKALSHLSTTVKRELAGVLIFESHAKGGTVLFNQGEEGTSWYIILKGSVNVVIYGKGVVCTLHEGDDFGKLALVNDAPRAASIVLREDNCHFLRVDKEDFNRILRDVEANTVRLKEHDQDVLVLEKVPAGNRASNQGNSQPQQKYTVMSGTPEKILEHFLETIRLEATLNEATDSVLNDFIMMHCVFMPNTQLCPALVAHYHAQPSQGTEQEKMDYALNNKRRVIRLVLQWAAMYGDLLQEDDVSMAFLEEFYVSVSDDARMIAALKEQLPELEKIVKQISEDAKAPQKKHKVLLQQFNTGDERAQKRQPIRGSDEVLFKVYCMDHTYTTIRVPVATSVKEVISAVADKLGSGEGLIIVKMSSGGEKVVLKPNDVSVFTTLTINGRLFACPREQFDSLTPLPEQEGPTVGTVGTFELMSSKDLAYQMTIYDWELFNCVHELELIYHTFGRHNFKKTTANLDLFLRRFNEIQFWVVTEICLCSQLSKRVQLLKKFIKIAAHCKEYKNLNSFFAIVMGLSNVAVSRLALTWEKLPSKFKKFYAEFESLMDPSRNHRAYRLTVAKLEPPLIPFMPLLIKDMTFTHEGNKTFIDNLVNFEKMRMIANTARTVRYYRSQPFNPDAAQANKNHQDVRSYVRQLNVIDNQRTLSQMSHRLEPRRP
EPAC2 ag: agonists of human EPAC2 (RAPGEF4); AID 720711; Q8WZA2; Potency, µM (top dose mostly 154 µM), without a hit: at the highest dose activation, actives largely listed as activators; EPAC2 activation, biochemical qHTS; response scale: 100% = 6.5 mM cAMP response; actives 0.079% (n = 360,000); further: potency means the concentration at half of the fitted maximal effect; nearly all actives have a fitted effect of over 50% in size
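EPAC2 (100 nM) mixed with Rap1B loaded with BODIPY-GDP (250 nM) plus 50 uM unlabeled GDP; compounds pinned in, 5 min RT, then read every 5 min for 30 min (ex 480, em 540 nm). Normalized to cAMP control.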
An asterisk follows results filed as active; i = inactive; ? = inconclusive; . = no result given; & = joins results of further samples; [ ] = dose if it differs, or a comment. Unless noted, the call rests on the fitted dose curve; in most records, active means well fitted curve in the direction sought with a large enough effect; inconclusive means small, poorly fitted or top-dose-only effect, or another doubt; inactive means no such curve, though single readings can be large; an effect the other way counts as inactive or inconclusive. Some of the compounds tested; the hit share may differ from the screen's.

SMILES | CCT modulator | D3 ag | pAkt inh | DRD3 antagonist | Mm-Cpn inhibitor | PTHR1 ag | EPAC2 antag | EPAC2 ag
CCCCn1c(SCC(=O)NC2CC(C)(C)NC(C)(C)C2)nc2cc(S(N)(=O)=O)ccc21 | -2.2 | -3 | i | -12 | 3% | i | -1% | 1%
O=C(COC(=O)c1ccc(Cl)cc1[N+](=O)[O-])NCc1ccco1 | 2.1 | -7 | i | 0 | 1% | -11% | 3% | 3%
Cc1ccc(N2CC(C(=O)Nc3ccc(C)c(S(=O)(=O)N(C)C)c3)CC2=O)cc1 (stereo not given) | -1.3 | -10 | i | 11 | 2% | -22% | -11% | -2%
CCN1CCN(CCCNC(=O)c2ccc(/C=C3/Oc4ccccc4N(Cc4cccc(C)c4)C3=O)cc2)CC1 | -0.4 | -15 | i | -24 | 1% | -3% | -17% | 9%
Nc1nc(-c2cc3ccccc3o2)cs1 | -2.5 | 5 | i | 0 | 3% | -14% | 0% | 4%
Cn1c(=O)c2c(nc(CN3CCC(C(N)=O)CC3)n2Cc2ccccc2F)n(C)c1=O | 2.2 | 2 | i | 7 | -1% | -4% | 10% | 8%
COc1cc(C(C)=O)ccc1OCCCN1CCC(Cc2ccccc2)CC1 | 1.6 | -21 | i | -90* | -2% | -10% | 7% | -1%
O=C1c2cccnc2C(=O)N1Cc1ccc(S(=O)(=O)NCc2ccco2)s1 | 1.7 | -14 | i | -3 | 1% | i | 12% | 8%
Cc1nn(-c2ccccc2)c(N)c1C1(O)C(=O)N(C(C)C)c2ccccc21 (stereo not given) | -1.3 | 3 | i | -4 | 0% | i | 5% | 1%
Nc1nonc1-n1nnc(C(=O)N/N=C/c2ccc(OCc3ccccc3)cc2)c1COc1ccc(F)cc1 | 0.3 | 4 | i | 5 | 0% | -13% | 11% | 7%

Given as comma-separated lines: part of the list above.
compound,CCT modulator,D3 ag,pAkt inh,DRD3 antagonist,Mm-Cpn inhibitor,PTHR1 ag,EPAC2 antag,EPAC2 ag
CCCCn1c(SCC(=O)NC2CC(C)(C)NC(C)(C)C2)nc2cc(S(N)(=O)=O)ccc21,-2.2,-3,i,-12,3%,i,-1%,1%
O=C1c2cccnc2C(=O)N1Cc1ccc(S(=O)(=O)NCc2ccco2)s1,1.7,-14,i,-3,1%,i,12%,8%

Next section
SMILES | CCT modulator | D3 ag | pAkt inh | DRD3 antagonist | Mm-Cpn inhibitor | PTHR1 ag | EPAC2 antag | EPAC2 ag
Cc1ccc(CN2CC(C(=O)Nc3ccc(S(=O)(=O)N4CCCCC4)cc3)CC2=O)cc1 (stereo not given) | -1.3 | 1 | i | -1 | . | -39%[inhibitor] | -17% | 10%
COc1cc(CCC(C)=O)ccc1OC(=O)c1c(F)cccc1Cl | -2.9 | 18 | i | 11 | 0% | -19% | -14% | 7%
O=C(O)/C=C\c1ccccc1Oc1ccc(F)cc1 | -3.6 | -15 | i | -25 | -1% | -5% | -7% | 5%
O=C(CCC(=O)N1CCOCC1)NCCc1ccc(Cl)cc1Cl | -3.4 | 6 | i | 21 | -1% | -18% | 12% | 3%
CC1CC(C)CN(S(=O)(=O)c2ccc3c(c2)oc(=O)n3CC(=O)NCc2cccnc2)C1 (stereo not given) | 1.4 | -8 | i | -5 | -12% | i | -1% | -1%
CCCCNC(=S)N/N=C/c1ccccc1F | -2.8 | -2 | i | -1 | 0% | i | -4% | 4%
CCOC(=O)c1c(NC(=O)COC(=O)Cc2c[nH]c3ccccc23)sc(C(=O)N(C)C)c1C | 1.8 | 2 | i | 4 | -6% | -44%[inhibitor] | -25% | -7%
CCCOc1ccccc1/C=N/NC(=O)C1CC1 | 0.4 | 7 | i | 2 | 3% | -17% | -4% | -2%
CCc1cc2c(-c3ccccc3)cc(=O)oc2cc1OC(=O)c1cccs1 | -2.0 | 0 | i | 5 | -3% | -9% | 8% | 4%
CCCC(=O)c1cc(F)c(N2CCN(CCC#N)CC2)cc1C | -0.2 | -8 | i | 15 | -1% | i | 2% | 9%
CCCP(=O)(CC(=O)N(CC)CC)c1ccccc1 (stereo not given) | -2.1 | 1 | i | -19 | -2% | -11%[57.5 µM] | 6% | -11%
Cn1c(=NC(=O)COc2ccccc2)sc2ccccc21 | -0.4 | 3 | i | 31 | -4% | -21% | 0% | 5%
CCOC(=O)N1CCN(c2nc(-c3cccc(OC)c3)cc(C(F)(F)F)n2)CC1 | 0.8 | 4 | i | -9 | -1% | -16% | -10% | 2%
Cc1cc(C)c(OCC(=O)OCC(=O)N(C)C2CCS(=O)(=O)C2)c(C)c1 (stereo not given) | 1.0 | 0 | i | -15 | 0% | i | -12% | -5%
CN1CCN(C(=O)C2=C[C@@H](C3CC3)C[C@@H](OCc3ccc(CO)cc3)O2)CC1 | -1.2 | -30 | i | -11 | . | 13% | 13% | 6%
Cc1cc2ncn(C(=O)N3CCCCC3)c2cc1C | -0.4 | 3 | i | -13 | -2% | -6%[57.5 µM] | 9% | 6%
COc1ccc(NC(=O)C2CCN(S(=O)(=O)c3c(C)noc3C)CC2)cc1OC | 0.0 | 0 | i | -11 | -4% | -4% | 1% | 4%
Cc1ccc(-c2cc(C(=O)N3CCc4ccccc4C3)[nH]n2)cc1C | 0.4 | 9 | i | 9 | 0% | -13% | -2% | 4%
Cc1ccc(CNC(=O)C2CCC(=O)N(CCc3cccc(F)c3)C2)cc1 (stereo not given) | -1.5 | 3 | i | -7 | 1% | i | 7% | -9%
CCOC(=O)c1c(C)oc2ccc(NS(=O)(=O)c3ccc4c5c(cccc35)C(=O)N4)cc12 | -1.2 | 3 | i | 24 | -6% | i | -7% | 13%
COc1ccc(S(=O)(=O)N(C)C)cc1NC(=O)Cc1ccc(S(=O)(=O)N2CCOCC2)s1 | -3.9 | -3 | i | -4 | -5% | i | -10% | 9%
CCCN(CCC)S(=O)(=O)c1ccc(C(=O)NNC(=O)c2cc(OC)c(OC)c(OC)c2)cc1 | 1.1 | -2 | i | 3 | -2% | i | -10% | 12%
NC(=O)c1ccc(OCC(F)(F)F)nc1 | -3.0 | -3 | i | -19 | 0% | -21% | 2% | 6%
O=C(COc1cccc2cccnc12)NCC(F)(F)F | 1.3 | 0 | i | -8 | 0% | -1%[57.5 µM] | 9% | -4%
O=C(CSc1nnnn1C1CCCCC1)NCc1ccc2c(c1)OCO2 | 3.5 | -11 | i | -11 | -1% | -8%[57.5 µM] | 10% | 6%
FC(F)(F)c1cnc(NNC(=S)Nc2ccccc2)c(Cl)c1 | 0.1 | -17 | i | -92* | . | -69%[inhibitor] | 9% | 3%
COc1cc(C(=O)N2CCN(C(=O)c3ccco3)CC2)c([N+](=O)[O-])cc1OC | 1.3 | -11 | i | 1 | 1% | -23% | 14% | 2%
CN(CC(=O)Nc1cccc(F)c1)C(=O)c1ccc(N2C(=O)c3ccccc3C2=O)cc1 | 1.5 | -8 | i | ? | 0% | -14% | 23% | 3%
Cc1nc(NCc2ccco2)c2oc3ccccc3c2n1 | 0.4 | 7 | i | 48 | 2% | i | 6% | 7%
Cc1ccc(S(=O)(=O)N2CCCOC2)cc1 | 1.3 | -8 | i | -7 | -1% | i | 1% | 10%
COc1ccc(C2/C(=C(/O)c3ccc(Br)cc3)C(=O)C(=O)N2C)cc1OC (stereo not given) | 0.0 | -1 | i | 24 | -2% | i | 4% | -3%
Cc1cccc(NC(=O)c2ccc(C3SCC(=O)N3CCc3ccccc3)cc2)c1 (stereo not given) | -4.2 | -17 | i | -25 | -2% | -37%[inhibitor] | -17% | 26%
CC(=O)N1CCc2[nH]c3ccc(C)cc3c2C1 | -1.7 | 1 | i | 8 | -2% | -20% | -9% | 7%
Cc1ccc2[nH]c(=O)c3cc(C(=O)N(CCCOC(C)C)Cc4ccco4)sc3c2c1 | -1.5 | 3&0 | i | 6 | -4% | i | -4% | 4%
CCCCn1nc(C(=O)NCc2ccccc2CN2CCCC2)c2ccccc2c1=O | 1.0 | -5 | i | -13 | 0% | i | 1% | 8%
C=CCNc1nc(C2(C)CC3(CC(C)OC3=O)C(=O)O2)cs1 (stereo not given) | 0.1 | 2 | i | 12 | 2% | i | -1% | 0%
COC(C(=O)Nc1ccnn1C1CCN(Cc2ccc(C)o2)CC1)c1ccccc1 (stereo not given) | 1.0 | 0 | i | ? | -2% | ? | -11% | 3%
Cc1cc(N2CCCC2)nc(-c2ccccc2O)n1 | -9.6 | 1 | i | 31 | 1% | -12%[57.5 µM] | 3% | 5%
CCCCC(=O)NCCc1cc2c(C)ccc(C)c2[nH]c1=O | -1.7 | 2 | i | 2 | . | i | -26% | -1%
Cc1ccc(NC(=O)c2c3c(nc4ccccc24)CCC3)cc1S(=O)(=O)N(C)C | 1.8 | 11 | i | -19 | -1% | -6% | 1% | 11%
COc1ccc(CNC(=O)CN(C(=O)c2cc3sccc3n2C)C2CCCC2)cc1 | -1.7 | 3 | i | -5 | 1% | -2%[57.5 µM] | -8% | 8%
CC1(C)CC(=O)c2cnc(N3CCN(c4ccccc4)CC3)nc2C1 | -1.1 | 9 | i | 18 | -1% | -33%[inhibitor][57.5 µM] | 0% | 0%
Cc1ccc(Cc2c(-c3ccc(C#N)cc3)nc3c(C)cc(Br)cn23)cc1 | 0.3 | -3 | i | -10 | . | i | 7% | 9%
CC1=NN(C(C#N)c2ccccc2O)C(C)(C)C1 (stereo not given) | -4.0 | -4 | i | -5 | 1% | -11% | -5% | -2%
Cc1ccc(S(=O)(=O)N(CC(=O)Nc2ccccc2C(=O)O)c2ccccc2)cc1 | -0.1 | 11 | i | 3 | -2% | -6% | -9% | 3%
CCOc1ccc(S(=O)(=O)N(C)c2ccc(OCC(=O)NCC3CCCO3)cc2)cc1 (stereo not given) | -6.5 | -1 | i | 6 | 1% | -7% | -2% | -5%
Cc1ccc2nc(N/C(=N/S(=O)(=O)c3cccs3)c3ccccc3Cl)sc2c1 | -0.1 | 4 | i | 2 | 0% | -51%[inhibitor] | -21% | 6%
O=C(NCc1ccccc1)Oc1cccc(Cl)c1 | -4.8 | -7 | i | 1 | 4% | i | 5% | 7%
O=C(O)C(NC(=O)C1CCCN1C(=O)OCc1ccccc1)c1ccccc1 (stereo not given) | -0.5 | 1 | i | 3 | -10% | i | 3% | 4%
CCOc1ncccc1C(=O)OCC(=O)c1ccccc1Br | 0.9 | -8 | i | -20 | 2% | -4% | -8% | 3%
